Source: PubChem (several laboratories)
Rin1 Abl inh = inhibitors of Rin1-Abl protein binding, primary screen, biochemical, TR-FRET; AID 588664, 2011; inhibition, % at 7.35 µM; 360,000 compounds, 0.4% hits; in the data active means inhibition above about 5%, passing the limit was not always enough
CSN deneddyl inh = inhibitors of CSN-mediated cullin deneddylation, primary screen, biochemical, fluorescence polarization, uHTS; COP9 signalosome complex subunit 5 (Homo sapiens), Q92905; Purified CSN, SCF-Nedd8-OG deneddylation; inhibition, % at 12.5 µM; 360,000 compounds, 0.38% hits; AID 651999, 2013;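 active means pattern-corrected inhibition above about 35%, with an unprinted fluorescence ratio check between 0.5 and 1.5, limit read from the data, passing the limit was not always enough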;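 further: 0% = enzyme with substrate and 100% = substrate without enzyme; some results filed as inactive read as strong as hits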
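Schedule: reaction 90 min, room temperature / Assay system: HEK293T-derived human Csn5 enzyme / Input: Csn5 at 0.24 nM final / Measure: inhibition of Csn5 cleavage, % / Control set: substrate-only high control, full reaction low control / Technique: fluorescence polarization of the substrate / Buffer or medium: Tris/NaCl/DTT buffer, pH 7.5 / Reagent: SCFSkp2-Nedd8OG substrate at 10 nM final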
FAS TE block = FAS thioesterase domain inhibitors, primary screen, biochemical, fluorescence intensity, uHTS; recombinant FAS-TE, OMFH fluorogenic substrate, fluorescence endpoint; inhibition, % at 15 µM; 360,000 compounds, 0.67% hits; AID 602261, 2012;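 active means compounds whose normalised, plate-corrected inhibition of enzyme fluorescence in the single-dose primary screen is 50% or more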;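 further: 0% = DMSO with enzyme and 100% = substrate without enzyme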
Target sequence (P49327 whole entry, looked up, the tested form may be a part): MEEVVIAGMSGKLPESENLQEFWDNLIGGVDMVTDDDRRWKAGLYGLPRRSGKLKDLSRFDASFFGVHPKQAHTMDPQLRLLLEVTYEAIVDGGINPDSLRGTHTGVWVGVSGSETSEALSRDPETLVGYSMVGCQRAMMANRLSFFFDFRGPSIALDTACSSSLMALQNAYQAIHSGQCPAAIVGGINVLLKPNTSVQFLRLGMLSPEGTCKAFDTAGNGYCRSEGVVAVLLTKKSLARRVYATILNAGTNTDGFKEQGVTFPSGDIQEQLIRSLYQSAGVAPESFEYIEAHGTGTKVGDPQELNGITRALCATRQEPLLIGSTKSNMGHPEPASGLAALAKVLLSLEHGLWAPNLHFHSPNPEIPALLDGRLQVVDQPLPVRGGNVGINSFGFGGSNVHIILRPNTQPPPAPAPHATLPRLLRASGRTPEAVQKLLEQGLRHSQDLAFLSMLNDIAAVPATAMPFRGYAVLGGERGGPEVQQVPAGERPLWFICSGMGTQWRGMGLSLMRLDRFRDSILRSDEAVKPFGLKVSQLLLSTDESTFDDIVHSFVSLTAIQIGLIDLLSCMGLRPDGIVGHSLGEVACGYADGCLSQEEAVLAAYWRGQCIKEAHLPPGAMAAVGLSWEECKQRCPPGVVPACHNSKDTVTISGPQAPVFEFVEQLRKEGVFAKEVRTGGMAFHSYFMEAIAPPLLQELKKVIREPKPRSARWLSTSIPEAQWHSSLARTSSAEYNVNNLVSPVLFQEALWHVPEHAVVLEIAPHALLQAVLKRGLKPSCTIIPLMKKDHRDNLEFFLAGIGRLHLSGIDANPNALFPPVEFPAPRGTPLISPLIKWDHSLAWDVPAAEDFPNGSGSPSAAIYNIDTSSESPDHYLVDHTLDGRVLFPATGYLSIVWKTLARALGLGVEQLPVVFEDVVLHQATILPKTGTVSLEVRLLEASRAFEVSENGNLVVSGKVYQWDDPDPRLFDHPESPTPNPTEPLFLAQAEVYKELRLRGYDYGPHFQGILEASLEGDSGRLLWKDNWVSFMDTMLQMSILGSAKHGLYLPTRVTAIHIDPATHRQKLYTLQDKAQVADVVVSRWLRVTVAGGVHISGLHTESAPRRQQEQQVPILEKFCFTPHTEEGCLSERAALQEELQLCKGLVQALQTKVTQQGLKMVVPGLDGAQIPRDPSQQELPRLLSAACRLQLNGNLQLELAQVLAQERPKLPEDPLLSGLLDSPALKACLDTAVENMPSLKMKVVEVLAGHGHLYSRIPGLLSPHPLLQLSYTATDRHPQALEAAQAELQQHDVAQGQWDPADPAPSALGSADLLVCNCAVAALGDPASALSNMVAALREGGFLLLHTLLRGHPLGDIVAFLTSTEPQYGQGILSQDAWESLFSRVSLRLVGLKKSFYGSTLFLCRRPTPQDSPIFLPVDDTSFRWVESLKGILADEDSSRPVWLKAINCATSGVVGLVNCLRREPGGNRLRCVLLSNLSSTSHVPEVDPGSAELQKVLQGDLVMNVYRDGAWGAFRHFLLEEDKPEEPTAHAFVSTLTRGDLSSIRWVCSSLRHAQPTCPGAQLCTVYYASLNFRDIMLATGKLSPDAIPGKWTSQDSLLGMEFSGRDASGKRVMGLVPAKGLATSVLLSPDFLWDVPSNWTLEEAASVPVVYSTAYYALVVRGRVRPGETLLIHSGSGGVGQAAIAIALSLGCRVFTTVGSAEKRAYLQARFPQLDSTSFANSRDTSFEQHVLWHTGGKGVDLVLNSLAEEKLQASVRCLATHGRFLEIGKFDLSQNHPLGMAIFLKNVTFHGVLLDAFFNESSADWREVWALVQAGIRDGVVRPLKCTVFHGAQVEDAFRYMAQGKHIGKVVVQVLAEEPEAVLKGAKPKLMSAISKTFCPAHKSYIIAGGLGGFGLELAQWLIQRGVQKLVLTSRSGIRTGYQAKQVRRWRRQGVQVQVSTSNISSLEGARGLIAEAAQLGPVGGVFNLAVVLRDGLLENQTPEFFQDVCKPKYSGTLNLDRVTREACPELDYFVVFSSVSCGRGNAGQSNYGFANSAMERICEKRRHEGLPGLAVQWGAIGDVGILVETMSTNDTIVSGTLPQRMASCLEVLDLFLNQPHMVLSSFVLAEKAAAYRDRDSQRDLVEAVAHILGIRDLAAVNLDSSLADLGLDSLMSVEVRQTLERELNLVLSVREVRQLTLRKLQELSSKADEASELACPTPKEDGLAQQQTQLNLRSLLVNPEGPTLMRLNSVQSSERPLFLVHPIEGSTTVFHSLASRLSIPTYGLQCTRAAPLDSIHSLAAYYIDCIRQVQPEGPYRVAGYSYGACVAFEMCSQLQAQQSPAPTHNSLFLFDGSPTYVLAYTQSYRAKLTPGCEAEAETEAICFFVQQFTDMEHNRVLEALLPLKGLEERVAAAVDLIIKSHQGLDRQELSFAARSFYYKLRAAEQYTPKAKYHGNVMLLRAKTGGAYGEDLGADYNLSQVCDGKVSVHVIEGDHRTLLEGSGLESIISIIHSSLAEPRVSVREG
MsrA inhibitor = bovine MsrA enzyme inhibitors, primary screen, biochemical, absorbance, HTS | purified bovine MsrA, absorbance read-out | inhibition, % at 15.5 µM | 360,000 compounds, 0.75% hits; in the data active means inhibition above about 4.5%;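 further: 0% = vehicle wells with enzyme and 100% = reference inhibitor wells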
MLLE-PAM2 inh = inhibitors of PABP1 MLLE–PAM2 peptide binding, primary screen, biochemical, fluorescence polarization, FITC-PAM2, GST-MLLE | inhibition, % at 20 µM | 360,000 compounds, 0.36% hits | AID 588489, 2011; in the data active means inhibition above about 35%, passing the limit was not always enough;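 further: plate controls were DMSO wells with GST-MLLE for no effect and wells lacking GST-MLLE protein for full effect; some results filed as inactive read as strong as hits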
MT1-MMP act inh = blockers of MT1-MMP proenzyme processing, primary screen, HT1080 RFP-PRO-GFP cells, GFP/RFP fluorescence | GFP/RFP ratio fluorescence, overnight; percent of plate control window, DMSO zero | 360,000 compounds, 0.061% hits | Matrix metalloproteinase-14 (Homo sapiens), P50281 | GFP/RFP ratio change, % at 20 µM;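 active means GFP/RFP ratio change of at least 30% with cell ATP level not reduced by more than half and red fluorescence within 50% of control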; further: strong numbers were not always called active
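Read-out: GFP/RFP fluorescence ratio; Test system: RFP-PRO-GFP reporter HT1080 cells; Compound dosing: single-point 20 µM compound, 1% DMSO; Times: overnight compound exposure at 37 °C.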
MsrA act = bovine MsrA enzyme activators, primary screen, biochemical, absorbance, HTS | Methionine sulfoxide reductase A (Bos taurus) | purified bovine MsrA, absorbance read-out | activation, % at 10.6 µM | 360,000 compounds, 0.3% hits; in the data active means activation above about 7.5%;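 further: 0% = vehicle and 100% = reference activator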
Rpn11 block = Rpn11 (PSMD14) deubiquitinase inhibitors, primary screen, biochemical, fluorescence polarization, uHTS; 26S proteasome non-ATPase regulatory subunit 14 (Homo sapiens), O00487; human 26S proteasome, Ub4-pepOG fluorescence polarization; 20S core pre-blocked with epoxomicin; calls only at 20 µM; 360,000 compounds, 0.59% hits;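 active means inhibition at 20 µM, scaled to each plate's controls, above about 33%, limit read from the data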
E coli Lon inh = inhibitors of E. coli Lon protease, primary screen, biochemical, fluorescence polarization; purified E. coli Lon protease; inhibition, % at 7.94 µM; 360,000 compounds, 0.42% hits; AID 602123, 2011; in the data active means inhibition above about 13%, passing the limit was not always enough;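 further: 0% = enzyme with probe and DMSO and 100% = no enzyme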
* = called active by the depositor; i = inactive; . = not tested or not shown. Rows are unselected; any-hit rate near 3.7%.

SMILES	Rin1 Abl inh	CSN deneddyl inh	FAS TE block	MsrA inhibitor	MLLE-PAM2 inh	MT1-MMP act inh	MsrA act	Rpn11 block	E coli Lon inh
Nc1c(C(=O)Nc2cccc(C(=O)O)c2)sc2nc3c(cc12)CCCC3	3	4	-2	0.4	6	0	-1	i	-11
C=CCNC(=S)NC(=O)c1ccc(C)c(Br)c1	-5	0	23	0.3	21	1	2	i	3
CCOC(=O)c1ccccc1NC(=O)COC(=O)c1ccccc1C(=O)N(C)c1ccccc1	0	5	6	0.1	-16	7	-9	i	0
COc1ccc(-n2c(=S)[nH]c3cc(C(=O)NCCCN4CCCC4=O)ccc3c2=O)cc1	2	5	-10	-1.4	8	2	-5	i	-15
CCN1C(=O)[C@H]2[C@@H](c3ccc(-c4ccc(C(C)=O)cc4)c(OC)c3)N3CCCC[C@@]3(C(=O)OC)[C@H]2C1=O	2	1	22	1.3	-14	-4	0	i	-2
Cc1ccc(SCC(=O)NNC(=O)CCS(=O)(=O)c2ccccc2)cc1	-1	-2	-2	0.6	-2	0	-4	i	3
Cc1ccc(S(=O)(=O)Nc2c(C(=O)O)[nH]c3ccccc23)cc1C	2	-2	-8	0.0	6	1	-2	i	-9
CCOc1ccc(C(=O)NC(=S)Nc2ccccn2)cc1[N+](=O)[O-]	-1	-2	-1	-0.1	2	-1	-2	i	1
Cc1ccc(S(=O)(=O)N2CCCCC2C(=O)N2CCN(c3ccccc3F)CC2)cc1 (configuration not stated)	-2	-3	18	0.7	0	-4	-1	i	-4
COc1cc(/C=C/CNC[C@H]2O[C@@H](n3ccc(=O)[nH]c3=O)[C@H](O)[C@@H]2O)ccc1O	-3	1	-8	0.4	10	5	-3	i	-4
O=C(COc1cc(Cl)c(Cl)cc1Cl)N1CCN(c2ccccn2)CC1	2	-7	7	0.3	-5	1	-2	i	0
CCCCCCN1C[C@@H](O)[C@H](n2cc(COC(=O)c3ccccc3)nn2)C[C@@H]1c1ccccc1	0	3	15	-0.1	-2	7	-2	i	-2
Cc1ccccc1NC(=S)NN1CCN(C)CC1	0	-5	-7	0.5	22	.	1	i	3
Cc1ccc(CSc2ccc(-c3ccc4c(c3)OCO4)nn2)cc1	6	-4	11	0.9	10	0	-7	i	1
CSCc1cc(N2CCCC2)nc(-c2ccccc2)n1	-3	-4	9	0.8	5	0	-2	i	6
COc1ccc(CN2CCC(N3CC(C)OC(C)C3)CC2)c(OC)c1OC (configuration not stated)	2	2	-3	0.9	-7	-2	-3	i	8
C=CCN1C(=O)/C(=C\c2ccco2)C(C(=O)OC)=C1C	-1	-14	-2	1.3	3	-2	2	i	-8
CC1=NN(c2ccccc2)C(=O)C1C(=O)c1ccc([N+](=O)[O-])cc1 (configuration not stated)	-2	-6	1	1.9	9	2	-3	i	2
O=C1N[C@H](Cc2ccccc2)COC(=O)[C@@H](Cc2ccc(F)cc2)C/C=C\C[C@H]1CC(=O)N(CCO)Cc1ccccc1	2	-3	17	-1.6	-4	9	2	i	9
Cc1ccc(-n2c(C)c3c(C)nnc(C)c3c2C)cc1N	-6	-1	-2	0.8	-5	-3	-2	i	6
COc1ccccc1N1CC(C(=O)NCCN2C(=O)S/C(=C\c3cccnc3)C2=O)CC1=O (configuration not stated)	1	-2	-4	2.3	25	-2	-4	i	5
Cc1cccc(C)c1C(=O)N[C@@H](Cc1ccccc1)C(=O)O	2	-1	-12	0.8	-2	1	-1	i	-5
CCCOc1ccc(-c2nc[nH]c2[N+](=O)[O-])cc1	0	12	-3	-0.8	1	2	-2	i	2
O=C(CN1C(=O)NC2(CCCC2)C1=O)Nc1ccc(F)c(Cl)c1	4	-2	-1	-1.0	5	1	-7	i	1
Cc1cc2ccccn2c1C(=O)c1ccc(Cl)c([N+](=O)[O-])c1	-3	15	21	0.2	-15	.	-15	i	-3

Look-ups from the results shown:
MsrA inhibitor, Cc1ccc(CSc2ccc(-c3ccc4c(c3)OCO4)nn2)cc1 → 0.9
Rin1 Abl inh, Cc1ccc(S(=O)(=O)Nc2c(C(=O)O)[nH]c3ccccc23)cc1C → 2
Rin1 Abl inh, O=C(COc1cc(Cl)c(Cl)cc1Cl)N1CCN(c2ccccn2)CC1 → 2

Back to the main list; the five compounds before the break are reprinted first.
SMILES	Rin1 Abl inh	CSN deneddyl inh	FAS TE block	MsrA inhibitor	MLLE-PAM2 inh	MT1-MMP act inh	MsrA act	Rpn11 block	E coli Lon inh
COc1ccccc1N1CC(C(=O)NCCN2C(=O)S/C(=C\c3cccnc3)C2=O)CC1=O (configuration not stated)	1	-2	-4	2.3	25	-2	-4	i	5
Cc1cccc(C)c1C(=O)N[C@@H](Cc1ccccc1)C(=O)O	2	-1	-12	0.8	-2	1	-1	i	-5
CCCOc1ccc(-c2nc[nH]c2[N+](=O)[O-])cc1	0	12	-3	-0.8	1	2	-2	i	2
O=C(CN1C(=O)NC2(CCCC2)C1=O)Nc1ccc(F)c(Cl)c1	4	-2	-1	-1.0	5	1	-7	i	1
Cc1cc2ccccn2c1C(=O)c1ccc(Cl)c([N+](=O)[O-])c1	-3	15	21	0.2	-15	.	-15	i	-3
COc1ccc(NC(=O)NNC(=O)COc2ccc(Cl)cc2C)cc1OC	4	0	1	0.6	0	0	-3	i	-2
Cc1occc1C(=O)NNC(=O)c1ccccc1C(=O)O	5	-6	-6	0.8	-9	0	-4	i	-3
COc1ccc(CC(=O)NCc2cccc(Cl)c2)cc1S(=O)(=O)N1CCOCC1	0	2	-5	0.9	3	3	-3	i	6
O=C(Nc1cccc(F)c1)[C@@H]1CCCN1	4	5	-6	1.0	2	-4	-2	i	-20
CN=C(NC)SC1CC(=O)N(c2ccccc2)C1=O (configuration not stated)	5	4	-4	0.4	22	3	-13	i	7
C[C@H](NC(=O)COc1ccc(Cl)cc1)C(=O)N1CCC2(CC1)NCCc1[nH]cnc12	1	6	-5	-0.4	0	3	0	i	4
Cc1ccc(-c2c(NC(=O)c3ccco3)oc3ccccc3c2=O)cc1	-3	7	-5	3.3	-11	-5	-8	i	5
CCc1nc2c(OCc3ccccc3C(=O)OC)cccn2c1N(C)C(=O)Nc1ccccc1OC	-2	3	7	1.0	-2	0	-6	i	11
O=C(Nc1ccc(NC(=O)C2CC2)nc1)c1ccco1	3	-1	-6	1.1	1	-4	-4	i	2
Cc1ccc2nc(-c3ccc(SCC(=O)Nc4nc(C)cs4)nc3)[nH]c2c1	-3	-1	-14	1.1	-27	7	-2	i	-4
NC(=O)C1=C[C@@H](c2ccc(Br)cc2)C[C@@H](OCc2ccc(CO)cc2)O1	0	0	5	0.2	10	1	5	i	-1
O=C(COc1ccccc1[N+](=O)[O-])OCC(=O)c1ccc(Br)s1	-78	5	10	1.3	-13	2	-2	i	-4
O=[N+]([O-])c1cccc(-c2nnnn2-c2cccc(F)c2)c1	-3	1	1	2.1	-13	3	-4	i	0
CN(C)C(CNC(=O)CCc1nc2ccccc2s1)c1ccccc1 (configuration not stated)	5	-8	-5	0.9	0	2	-2	i	3
CC1CCCC(C)N1C(=O)COC(=O)CNC(=O)c1ccc(Cl)cc1Cl (configuration not stated)	0	-2	-3	0.8	-1	2	-3	i	-1
Cc1cccc(Nc2nnc(SCC3CCCCO3)s2)c1 (configuration not stated)	3	3	4	0.8	-91	2	-4	i	0
Cc1ccnc(NC(=O)Cc2ccc(F)cc2)n1	-2	-5	-4	2.1	-14	2	-2	i	4
CSC1=NCCN1S(=O)(=O)c1ccc(C)cc1	-1	10	-8	0.6	-3	-5	-3	i	0
Cc1ccc(-c2nc(-c3ccc(Cl)cc3)sc2CC(=O)O)c(C)c1	-1	-6	1	0.7	23	1	-4	i	3
CCCCn1nnnc1C(CCSC)N1CCN(C/C=C/c2ccccc2)CC1 (configuration not stated)	-1	2	3	-0.8	-2	0	-3	i	4
COc1cccc(C(=O)NC(=S)Nc2ccc(N(C)C)cc2)c1	1	-14	22	0.1	28	1	-6	i	2
O=C(Nc1ccccc1C(=O)N1CCN(Cc2ccccc2)CC1)c1ccccn1	0	-1	-3	2.2	11	1	-7	i	-7
O=C(NCc1ccco1)c1cc(C(=O)C2CCCCC2)c[nH]1	2	-1	-5	0.2	-5	-1	-1	i	-5
c1ccc(-c2nc(-n3ccnc3)nc(-n3ccnc3)n2)cc1	-4	5	-1	2.5	5	-18	1	i	0
CCCCN1C(=O)/C(=C2\SC(N3CCCCC3)=NC2=O)c2ccccc21	-3	-1	23	-0.1	40*	4	-5	i	16

More records:
SMILES	Rin1 Abl inh	CSN deneddyl inh	FAS TE block	MsrA inhibitor	MLLE-PAM2 inh	MT1-MMP act inh	MsrA act	Rpn11 block	E coli Lon inh
COc1ccc(/C=C(\NC(=O)c2ccc(C)cc2)C(=O)N2CCCCC2)cc1	0	0	3	0.9	-14	-3	-2	i	-12
O=C(CSc1nnc(-c2ccccc2O)o1)N1CCc2ccccc2C1	2	3	13	0.6	26	-1	-2	i	3
Cn1nc(C(=O)Nc2cccc(C(=O)NC3CC3)c2)c2ccccc2c1=O	0	-2	-8	0.8	0	5	-2	i	-7
CNS(=O)(=O)c1cc(NC(=O)CCCNC(=O)c2ccc(Cl)cc2)ccc1C	3	4	2	-0.4	-7	-1	-2	i	3
Cc1ccc(C(=O)OC2CCCN(C)C2)cc1 (configuration not stated)	0	0	-4	0.0	5	0	-2	i	-2
COc1ccc(OC)c(NC(=O)CSc2ccc3ccccc3c2)c1	4	-6	20	-0.4	-8	8	-2	i	-1
COCc1ccc(C(=O)N2CCCC(Nc3ccc(C(C)C)cc3)C2)s1 (configuration not stated)	-4	1	12	0.5	8	-9	-1	i	-1

In another format: entries from further up.
Values in the order: Rin1 Abl inh, CSN deneddyl inh, FAS TE block, MsrA inhibitor, MLLE-PAM2 inh, MT1-MMP act inh, MsrA act, Rpn11 block, E coli Lon inh
> O=C(CSc1nnc(-c2ccccc2O)o1)N1CCc2ccccc2C1
  2, 3, 13, 0.6, 26, -1, -2, i, 3
> Cn1nc(C(=O)Nc2cccc(C(=O)NC3CC3)c2)c2ccccc2c1=O
  0, -2, -8, 0.8, 0, 5, -2, i, -7
